LAP4 TOR yeast = modulators of TOR pathway LAP4-GFP in S. cerevisiae | S. cerevisiae LAP4-GFP multiplex, flow cytometry GFP, 3 h; median GFP as percent of DMSO wells | 320,000 tested, 0.34% active | AID 2023 | GFP response vs DMSO, % at 10 µM;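 active means GFP response vs DMSO above a set limit, about the screen mean plus 3 SD, cut at about 150% in these data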
RPL19A TOR yeast = yeast TOR pathway RPL19A-GFP modulation; S. cerevisiae RPL19A-GFP strain, flow cytometry, 3 h; hits give low values; percent response vs DMSO, % at 10 µM; 330,000 tested, 0.3% active; AID 2025;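 active means percent response vs DMSO below 50%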;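 further: median channel GFP fluorescence of the barcoded RPL19A-GFP strain; ratio of sample median GFP to plate DMSO average so 100% = DMSO; lower means less RPL19A-GFP as with rapamycin TOR inhibition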
AGP1 TOR yeast = yeast TOR pathway AGP1-GFP modulation; S. cerevisiae AGP1-GFP multiplex flow cytometry, 3 h; GFP as percent of DMSO wells; GFP response vs DMSO, % at 10 µM; 320,000 tested, 0.02% active;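 active means GFP response relative to DMSO above a set limit, near screen average plus 3 SD, cut at about 150% in these data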;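 further: median GFP channel fluorescence of the gated AGP1 strain per well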
CIT2-GFP yeast = modulators of TOR pathway CIT2-GFP in S. cerevisiae; S. cerevisiae CIT2-GFP strain, flow cytometry, 3 h; 100 means same as DMSO wells; GFP response vs DMSO, % at 10 µM; 320,000 tested, 0.065% active; AID 2029;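 active means GFP response relative to DMSO above a set limit, near the screen mean plus 3 SD, cut at about 150% in these data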;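 further: ratio of well median GFP fluorescence to mean of DMSO wells on the plate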
GRK2 inh = human GRK2 inhibition via aptamer displacement | AID 488847 | bead flow cytometry, FAM-aptamer displacement from GRK2 | 330,000 tested, 0.59% active | inhibition of aptamer binding, % at 10 µM;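 active means inhibition of aptamer binding above 40%, roughly 3 SD of noise, on plates passing a quality check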;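 further: median bead fluorescence of bound FAM aptamer so fluorescent compounds give negative values; no value below 0 was filed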
Target sequence (P25098 whole entry, looked up): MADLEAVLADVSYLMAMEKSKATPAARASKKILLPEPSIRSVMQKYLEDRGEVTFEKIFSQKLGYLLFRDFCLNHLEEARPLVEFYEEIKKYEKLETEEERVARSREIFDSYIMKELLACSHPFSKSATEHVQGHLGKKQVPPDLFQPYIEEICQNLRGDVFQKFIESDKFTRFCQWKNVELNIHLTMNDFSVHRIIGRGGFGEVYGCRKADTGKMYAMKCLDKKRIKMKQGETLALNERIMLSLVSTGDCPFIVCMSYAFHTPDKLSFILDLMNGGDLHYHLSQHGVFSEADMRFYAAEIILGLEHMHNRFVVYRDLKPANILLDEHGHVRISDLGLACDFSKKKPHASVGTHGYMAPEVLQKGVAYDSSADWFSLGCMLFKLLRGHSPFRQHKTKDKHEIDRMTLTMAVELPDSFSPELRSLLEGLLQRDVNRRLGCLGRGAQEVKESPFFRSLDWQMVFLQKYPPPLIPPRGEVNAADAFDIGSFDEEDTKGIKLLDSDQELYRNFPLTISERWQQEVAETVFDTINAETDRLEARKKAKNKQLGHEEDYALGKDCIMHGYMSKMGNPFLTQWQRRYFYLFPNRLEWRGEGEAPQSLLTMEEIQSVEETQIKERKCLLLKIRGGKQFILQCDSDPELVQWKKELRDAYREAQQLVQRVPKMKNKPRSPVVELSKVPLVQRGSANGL
GASC-1 inh = blocks human GASC-1 demethylase activity; inhibition, % at 2.35 µM; 330,000 tested, 0.069% active; GST-JMJD2C(1-420) H3K9me3 demethylation, DELFIA europium;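 active means more than half of a compound's replicate wells show inhibition beyond 50%, single wells judged on their own value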;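 further: signal counts dimethyl H3K9 product captured on neutravidin plate; 0% = median of DMSO wells and 100% = 0.3 times that DMSO median; strong numbers were not always called active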
Target sequence (Q9H3R0 1-420 limits assumed): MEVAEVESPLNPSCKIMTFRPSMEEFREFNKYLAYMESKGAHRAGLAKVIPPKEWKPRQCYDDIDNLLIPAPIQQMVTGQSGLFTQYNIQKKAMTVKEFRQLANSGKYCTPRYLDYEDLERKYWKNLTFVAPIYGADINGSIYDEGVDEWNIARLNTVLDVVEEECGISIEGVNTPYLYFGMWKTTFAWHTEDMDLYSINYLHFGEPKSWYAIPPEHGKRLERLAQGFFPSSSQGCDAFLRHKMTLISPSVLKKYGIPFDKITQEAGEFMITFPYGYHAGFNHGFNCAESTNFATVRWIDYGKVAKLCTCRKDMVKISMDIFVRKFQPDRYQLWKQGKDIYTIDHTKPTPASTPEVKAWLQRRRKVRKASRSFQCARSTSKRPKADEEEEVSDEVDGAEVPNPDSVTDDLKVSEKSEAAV
VLA-4 inh = inhibition in a human VLA-4 binding assay. inhibition, % (about 7 µM as worked out from the volumes in the protocol). AID 2557. P13612. 330,000 tested, 0.2% active. VLA-4 expressing cells, ligand binding flow cytometry; in the data active means inhibition above about 50%
MEP2-GFP yeast = yeast TOR pathway MEP2-GFP modulation. S. cerevisiae MEP2-GFP strain, flow cytometry GFP, 3 h; 100% = DMSO control level. 330,000 tested, 0.51% active. GFP response vs DMSO, % at 10 µM;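 active means GFP response versus DMSO above a set limit, roughly screen mean plus 3 SD, cut at about 180% in these data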;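 further: median GFP fluorescence of the barcode-gated MEP2-GFP cells per well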
* = called active by the depositor; nt = no result given; & = joins results of further samples.

SMILES	LAP4 TOR yeast	RPL19A TOR yeast	AGP1 TOR yeast	CIT2-GFP yeast	GRK2 inh	GASC-1 inh	VLA-4 inh	MEP2-GFP yeast
CCOc1ccc(CCNC(=O)COC(=O)c2nccnc2N)cc1OCC	120	88	115	89	0	3	-3	91
O=C(Cn1c(NCCO)nc2ccccc21)Nc1cccc(S(=O)(=O)N2CCCC2)c1	99	100	101	105	0	0	-5	113
CCOc1ccc(CNC(=S)Nc2ccccc2)cc1Cl	93	101	101	101	0	-11	-2	110
CC1CCCN(C(=O)COc2ccc(-c3ccccc3)cc2)C1 (centres undefined)	107	105	104	102	1	-6	7	107
COc1cc(CN2CCNC(=O)C2CC(=O)NC2CCC2)cc(OC)c1 (centres undefined)	97	105	105	111	0	-8	-20	111
CC(C)(C)OC(=O)N1CCC[C@H]1C(=O)N/N=C/c1ccc2ncccc2c1	102	94	100	94	1	-1	-4	90
N#CC1=C2SCN(Cc3ccco3)CN2C(=O)CC1c1ccccc1F (centres undefined)	113	103	117	nt	0	4	5	112
O=C(CN1CCC(C(=O)c2ccc(Cl)cc2)CC1)Nc1ccc2c(c1)OCCO2	95	91	93	92	2	-10	9	101
CCOP(=O)(OCC)C(Nc1cccc([N+](=O)[O-])c1)c1ccc(N(C)C)cc1 (centres undefined)	103	86	77	86	0	9	-4	103
O=S(=O)(CCN1CCOCC1)c1ccc(Cl)cc1	97	101	105	100	3	-15	0	100
O=C(CN1CCOCC1)Nc1nc(-c2ccc3c(c2)CCN3S(=O)(=O)c2ccccc2)cs1	104	102	99	92	0	-37&19	-5	99
COc1ccccc1NS(=O)(=O)c1cc(C(=O)NCC(c2cccs2)N2CCOCC2)ccc1C (centres undefined)	88	87	90	83	0	-5	-3	95
O=Cc1ccc(OC(=O)c2cc(Cl)nc3ccccc23)cc1	86	98	87	90	0	-5	-3	89
COc1ccc(-c2[nH]ncc2C=O)cc1OC	103	114	111	118	0	1	24	116
Cc1occc1C(=O)NCc1ccccc1F	103	97	104	100	5	0	-7	98
COC(=O)c1ccc(NC(=O)CN2CCN(c3ccccc3C)CC2)cc1	101	101	92	97	1	-1	14	100
COc1ccc(CN(C)CC(=O)Nc2ccccc2C(=O)NC2CC2)cc1	97	98	102	94	0	-12	-22	99
CCn1c(C)c(C(C)=O)c(N2CCN(C(c3ccccc3)c3ccccc3)CC2)nc1=S	88	99	98	99	4	-10	4	96
CCOC(=O)c1sc(NC(=O)COC(=O)CNC(=O)c2ccco2)c(C(=O)OCC)c1C	91	103	94	88	5	-2	9	99
CC(C)c1ccc(NC(=O)NC2CCCCC2)cc1	101	100	nt	95	0	-7	17	100
Brc1ccc(-c2cn3ccccc3n2)s1	92	92	92	86	2	-1	14	95
COc1ccc(-c2cc(C)no2)cc1S(=O)(=O)NCc1ccc(OC(C)C)cc1	113	97	110	100	2	19	5	103
COc1ccccc1NC(=O)c1ccccc1NC(=O)c1cccs1	106	104	102	95	3	0	0	113
Cc1ccc(-c2cc(C(=O)N3CCCCCC3)no2)cc1	96	103	96	97	1	-39	6	103
O=C(O)CCCc1nc(-c2ccccc2)no1	101	98	96	100	0	7	15	106

Further records follow:
SMILES	LAP4 TOR yeast	RPL19A TOR yeast	AGP1 TOR yeast	CIT2-GFP yeast	GRK2 inh	GASC-1 inh	VLA-4 inh	MEP2-GFP yeast
Cc1nn(CC(=O)NCCCN2CCOCC2)c(C)c1[N+](=O)[O-]	103	101	100	95	1	-5	-2	98
COC(=O)c1cc(Sc2cccc(Cl)c2Cl)ccn1	73	108	98	118	1	6	5	123
CCOC(=O)c1c(C)[nH]c(C(=O)COC(=O)/C=C/c2cccc(OC)c2OC)c1C	93	98	100	101	3	-22	23	102
Cc1cc(S(=O)(=O)Nc2ccc(C(=O)NCCCn3ccnc3)cc2)ccc1F	106	97	110	92	3	-4	-10	94
O=C(NCCc1c[nH]c2ccccc12)/C(=C/c1cccnc1)NC(=O)c1ccco1	99	95	102	96	0	-10	13	102
CC(C)OCCCNC(=O)CN1C(=O)COc2ccc(S(=O)(=O)N3CCCCCC3)cc21	107	103	104	96	1	3	10	108
CCCOc1ccc(/C=C/C(=O)N2CCN(c3ccccn3)CC2)cc1	101	107	90	95	2	-6	6	98
CC1CCN(S(=O)(=O)c2ccc3c(c2)c(=O)c(C(=O)NCc2ccccc2Cl)cn3C)CC1	97	103	102	104	1	2	1	104
Cc1c(C#N)c(NC(=O)c2cccc(Cl)c2)n(Cc2ccccc2)c1C	94	98	105	101	0	-18	-5	100
C=CCNC(=O)Nc1cc(Cl)ccc1OC	98	106	104	101	2	12	3	106
CCc1ccc(C(=O)OCC(=O)NCC(F)(F)F)cc1	96	98	98	94	1	-2	47	102
COc1ccc(C)cc1N(CC(=O)NC(C)c1ccccc1)S(C)(=O)=O (centres undefined)	81	94	92	94	2	-9	15	87
Cc1ccc(CC2CC(=O)N(c3ccc(Cl)cn3)C2=O)cc1 (centres undefined)	97	96	95	106	0	9	-12	101
COC(=O)c1ccccc1NC(=O)COC(=O)c1ccc(C)c(NC(=O)c2ccco2)c1	114	104	102	102	1	-4	3	108
CC(C)COc1ccc(-c2nn(-c3ccccc3)cc2C(=O)Nc2nccs2)cc1	95	103	105	nt	0	12	-6	99
O=C(CN1C(=O)CCC1=O)Nc1ccc(S(=O)(=O)N2CCOCC2)cc1	109	108	113	95	0	2	2	110
COc1cc(C2C3=C(CC(C)(C)CC3=O)N(C)C3=C2C(=O)CC(C)(C)C3)cc(Br)c1O	88	100	101	103	0	11	-8	107
O=C(COc1ccc(Cl)cc1Cl)NCC(=O)N/N=C/c1c[nH]c2ccccc12	78	91	85	91	0	1	3	93
CCC(C)(C)NC(=O)C(c1ccc(OC)cc1)N(C(=O)CCC(=O)Nc1cc(C)on1)c1cccc(F)c1 (centres undefined)	97	103	105	102	0	13	2	104
COc1ccc(NC(=O)C2(S(=O)(=O)c3ccc(C)cc3)CC2)cc1OC	99	102	107	105	3	1	-1	101
CN1CCN(C(=S)c2cn(Cc3cccc(F)c3)c3ccccc23)CC1	90	92	95	91	0	1	-13	94
O=C(/C=C/NNC(=O)c1cccc(Br)c1)c1ccccc1	119	95	100	100	4	4	-7	99
COc1cccc(NC(=O)Cc2c(C(=O)O)[nH]c3ccccc23)c1	92	97	99	95	3	-8	10	100
COc1ccccc1C(=O)N1CCCC(c2nc(-c3cc(OC)c(OC)c(OC)c3)no2)C1 (centres undefined)	103	99	103	94	4	-19&-5	4	106
CS(=O)(=O)N(CCc1ccccc1)CC(=O)Nc1ccc(OCc2ccccc2)cc1	99	93	94	104	3	-21	-8	97

Next part
SMILES	LAP4 TOR yeast	RPL19A TOR yeast	AGP1 TOR yeast	CIT2-GFP yeast	GRK2 inh	GASC-1 inh	VLA-4 inh	MEP2-GFP yeast
Cc1ccc(NC(=O)c2nc[nH]c2C(=O)NCCCCCNC(=O)OC(C)(C)C)cc1	90	98	95	96	0	7	7	95
COc1ccc(CN(C)C(=O)c2ccc(NS(=O)(=O)c3ccc(F)cc3)cc2)c(OC)c1OC	108	105	110	115	0	11	1	109
COc1ccc(CN2CN(C(C)C)CSC2=S)cc1	162*	76	75	61	0	-9	-9	112
CC(NC(=O)C(=O)N1CCOCC1)C(c1cccs1)N1CCN(c2ccccc2)CC1 (centres undefined)	99	98	99	101	4	-1	-2	101
COc1cc2ccccc2cc1C(=O)NCC(c1cccs1)N(C)C (centres undefined)	107	107	102	107	0	1	21	99
CN(C(=O)COC(=O)CN1C(=O)C2CC=CCC2C1=O)c1ccccc1 (centres undefined)	105	103	111	109	2	1	9	108
CC(=O)Nc1ccc(NC(=O)COc2cc(O)c3c(c2)OC(C)(C)CC3=O)cc1	102	98	100	98	0	165	3	105
Cc1cc(OCC(=O)N(C(C)C)C(C)C)ccc1Cl	98	103	104	106	0	2	25	106
COc1ccc(CN2CCNC(=O)C2CC(=O)NCc2cn3ccc(C)cc3n2)c(OC)c1 (centres undefined)	93	105	101	102	1	3	1	104
O=C(O)c1cc(S(=O)(=O)N(Cc2ccccc2)c2ccccc2)ccc1Cl	107	102	100	100	3	3	16	106
CCOC(=O)CSC1=Nc2ccccc2C2=NC(CC(=O)NCc3ccc4c(c3)OCO4)C(=O)N12 (centres undefined)	101	97	102	104	3	4	4	105
CCOc1cc(C2Nc3ccccc3NC3=C2C(=O)CC(C)(C)C3)ccc1O (centres undefined)	94	99	99	101	1	-3	-4	106
Fc1ccccc1/C=N/n1cnnc1	94	98	97	102	2	-40	13	92
Cc1cccc(N2CCN(S(=O)(=O)c3cccc4nonc34)CC2C)c1 (centres undefined)	116	96	96	94	0	10	-4	103
CN(CC(=O)Nc1ccc(F)c(F)c1F)C(=O)C1CCC1	100	100	110	108	2	0	14	95
O=C(CSc1nc2ccc(Cl)cc2[nH]1)NCc1ccco1	85	95	85	88	0	3	3	88
O=C(c1cccc(NC2=NC3CS(=O)(=O)CC3S2)c1)N1CCN(c2ncccn2)CC1 (centres undefined)	98	98	97	96	6	1	3	101
CCn1c(C(C)NC(=O)c2ccc(Cl)cc2)n[nH]c1=S (centres undefined)	97	97	100	97	1	-8	1	95
Cc1cc2c(cc1C)CSC(c1ccccc1O)SC2	139	91	87	62	1	-8	-1	93
Cc1ccc(C)c(NC(=O)CN(C)C(=O)[C@@H](NC(N)=O)C(C)C)c1	98	100	97	83	2	8	18	95
CCc1nnc(NC(=O)CSc2nc3cc4c(cc3cc2C)OCCO4)s1	90	95	97	90	5	-8	-32	94
COc1ccc(Cl)cc1NC(=O)COC(=O)/C=C/c1c(C)nn(C2CCS(=O)(=O)C2)c1Cl (centres undefined)	98	104	97	95	1	6	0	100
Cc1ccc(NC(=S)NC(C)(C)C)c([N+](=O)[O-])c1	112	92	97	93	2	10	7	92
CCC(NC(=S)NCc1ccccc1)C(=O)O (centres undefined)	107	102	105	105	0	1	27	108
Cc1ccc(S(=O)(=O)N2CCC(C(=O)Nc3nnc(-c4ccc(F)cc4)s3)CC2)cc1	95	101	97	109	2	-4	-7	104

Sorted by number of heavy atoms (ascending): three of the compounds above
SMILES	LAP4 TOR yeast	RPL19A TOR yeast	AGP1 TOR yeast	CIT2-GFP yeast	GRK2 inh	GASC-1 inh	VLA-4 inh	MEP2-GFP yeast
CCC(NC(=S)NCc1ccccc1)C(=O)O (centres undefined)	107	102	105	105	0	1	27	108
O=C(CSc1nc2ccc(Cl)cc2[nH]1)NCc1ccco1	85	95	85	88	0	3	3	88
CC(=O)Nc1ccc(NC(=O)COc2cc(O)c3c(c2)OC(C)(C)CC3=O)cc1	102	98	100	98	0	165	3	105

Additional structures follow:
SMILES	LAP4 TOR yeast	RPL19A TOR yeast	AGP1 TOR yeast	CIT2-GFP yeast	GRK2 inh	GASC-1 inh	VLA-4 inh	MEP2-GFP yeast
CCOc1ccc(CCNC(=O)COC(=O)c2ccncc2)cc1OCC	100	96	102	97	0	3	10	93
CCOC(=O)CSc1ccc2nnc(-c3ccccc3)n2n1	100	103	110	109	6	-1	17	111
COc1ccc2nc(NC(=O)c3sc4nc(C)cc(C)c4c3N)sc2c1	117	101	85	84	0	-7	-4	101
O=C(CCN1CCN(Cc2ccccc2)CC1)Nc1cccc(Br)c1	nt	96	105	101	5	1	2	100
Cc1ccc(NC(=O)Nc2ccc(F)cc2)cc1Cl	103	97	98	103	0	6	-6	100
O=C(Nc1cccc2ccccc12)N1CCN(c2ccccc2)CC1	100	94	98	96	0	3	8	102
CCOC(=O)CC(NC(=O)C1c2ccccc2Oc2ccccc21)c1ccccc1Cl (centres undefined)	115	111	119	119	7	0	1	119

Grouped by structure, those above with a COOH group.
SMILES	LAP4 TOR yeast	RPL19A TOR yeast	AGP1 TOR yeast	CIT2-GFP yeast	GRK2 inh	GASC-1 inh	VLA-4 inh	MEP2-GFP yeast
O=C(O)CCCc1nc(-c2ccccc2)no1	101	98	96	100	0	7	15	106
COc1cccc(NC(=O)Cc2c(C(=O)O)[nH]c3ccccc23)c1	92	97	99	95	3	-8	10	100
O=C(O)c1cc(S(=O)(=O)N(Cc2ccccc2)c2ccccc2)ccc1Cl	107	102	100	100	3	3	16	106
CCC(NC(=S)NCc1ccccc1)C(=O)O (centres undefined)	107	102	105	105	0	1	27	108
